# Screening data: PubChem BioAssay, National Center for Advancing Translational Sciences (NCATS)
# APEX1 inh – qHTS Assay for Inhibitors of the Human Apurinic/apyrimidinic Endonuclease 1 (APE1); DNA repair nuclease/redox regulator APEX1 (Homo sapiens), P27695; actives 0.35% (n = 350,000); recombinant APE1, TAMRA/BHQ-2 abasic DNA cleavage fluorescence; AID 2517, 2012; Potency, µM (top dose mostly 65.8 µM), for the others: at the highest dose activity change, negative = inhibition, usual class: inhibitors;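 further: plate controls were vehicle for no effect and reference inhibitor for full effect; nearly all actives have a fitted effect of over 55% in size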
#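 Quantitative HTS: incision of a TAMRA/BHQ-2 double-stranded substrate bearing a tetrahydrofuran abasic site by 0.75 nM APE1 raises fluorescence. Substrate 50 nM final, added after 15 min compound preincubation at room temperature; progress as third-minus-first kinetic read difference.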
# G9a block – qHTS Assay for Inhibitors of Histone Lysine Methyltransferase G9a; Potency, µM (series often up to 102 µM), inactives show top-dose activity, negative = inhibition, hits mostly inhibitors; G9a H3K9 monomethylation, AlphaScreen, 2 h; actives 8.8% (n = 350,000); AID 504332, 2011; Histone-lysine N-methyltransferase EHMT2 (Homo sapiens), Q96KQ7; further: on the % scale 0 is the no-effect control and ±100 the full control effect; nearly all actives have a fitted effect of over 75% in size
#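 G9a (20 nM) preincubated 15 min RT with compounds, then 500 nM biotinylated H3K9 peptide and 20 uM SAM added; 2 h RT reaction. Monomethyl-H3K9 product detected by AlphaScreen with anti-H3K9me1 antibody, streptavidin donor and anti-rabbit IgG acceptor beads.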
# POLK inh – qHTS for Inhibitors of Polymerase Kappa; Potency, µM (titrated, usually from 107 µM), for inactives: at the top dose activity, negative = inhibition, hits mostly inhibitors; AID 588579, 2011; actives 0.53% (n = 400,000); purified Pol kappa, fluorescent DNA synthesis assay, 10 min; further: on the % scale 0 is the no-effect control and ±100 the full control effect
#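 Activity was followed as the change in fluorescence between reads at 0 and 10 min after starting the reaction with 50 nM substrate. Beforehand, 10 nM polymerase had been preincubated with compound for 15 min at room temperature.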
# BLM inh – qHTS Assay for Inhibitors of Bloom's syndrome helicase (BLM); RecQ-like DNA helicase BLM (Homo sapiens), P54132; actives 0.2% (n = 350,000); Potency, µM (doses to about 56.1 µM), without a hit: at the highest dose activity change, negative = inhibition, most hits filed as inhibitors; recombinant BLM DNA unwinding, fluorescence dequenching;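 further: plate controls were vehicle for no effect and no enzyme for full effect; nearly all actives have a fitted effect of over 35% in size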
# Target sequence (P54132 whole entry, looked up): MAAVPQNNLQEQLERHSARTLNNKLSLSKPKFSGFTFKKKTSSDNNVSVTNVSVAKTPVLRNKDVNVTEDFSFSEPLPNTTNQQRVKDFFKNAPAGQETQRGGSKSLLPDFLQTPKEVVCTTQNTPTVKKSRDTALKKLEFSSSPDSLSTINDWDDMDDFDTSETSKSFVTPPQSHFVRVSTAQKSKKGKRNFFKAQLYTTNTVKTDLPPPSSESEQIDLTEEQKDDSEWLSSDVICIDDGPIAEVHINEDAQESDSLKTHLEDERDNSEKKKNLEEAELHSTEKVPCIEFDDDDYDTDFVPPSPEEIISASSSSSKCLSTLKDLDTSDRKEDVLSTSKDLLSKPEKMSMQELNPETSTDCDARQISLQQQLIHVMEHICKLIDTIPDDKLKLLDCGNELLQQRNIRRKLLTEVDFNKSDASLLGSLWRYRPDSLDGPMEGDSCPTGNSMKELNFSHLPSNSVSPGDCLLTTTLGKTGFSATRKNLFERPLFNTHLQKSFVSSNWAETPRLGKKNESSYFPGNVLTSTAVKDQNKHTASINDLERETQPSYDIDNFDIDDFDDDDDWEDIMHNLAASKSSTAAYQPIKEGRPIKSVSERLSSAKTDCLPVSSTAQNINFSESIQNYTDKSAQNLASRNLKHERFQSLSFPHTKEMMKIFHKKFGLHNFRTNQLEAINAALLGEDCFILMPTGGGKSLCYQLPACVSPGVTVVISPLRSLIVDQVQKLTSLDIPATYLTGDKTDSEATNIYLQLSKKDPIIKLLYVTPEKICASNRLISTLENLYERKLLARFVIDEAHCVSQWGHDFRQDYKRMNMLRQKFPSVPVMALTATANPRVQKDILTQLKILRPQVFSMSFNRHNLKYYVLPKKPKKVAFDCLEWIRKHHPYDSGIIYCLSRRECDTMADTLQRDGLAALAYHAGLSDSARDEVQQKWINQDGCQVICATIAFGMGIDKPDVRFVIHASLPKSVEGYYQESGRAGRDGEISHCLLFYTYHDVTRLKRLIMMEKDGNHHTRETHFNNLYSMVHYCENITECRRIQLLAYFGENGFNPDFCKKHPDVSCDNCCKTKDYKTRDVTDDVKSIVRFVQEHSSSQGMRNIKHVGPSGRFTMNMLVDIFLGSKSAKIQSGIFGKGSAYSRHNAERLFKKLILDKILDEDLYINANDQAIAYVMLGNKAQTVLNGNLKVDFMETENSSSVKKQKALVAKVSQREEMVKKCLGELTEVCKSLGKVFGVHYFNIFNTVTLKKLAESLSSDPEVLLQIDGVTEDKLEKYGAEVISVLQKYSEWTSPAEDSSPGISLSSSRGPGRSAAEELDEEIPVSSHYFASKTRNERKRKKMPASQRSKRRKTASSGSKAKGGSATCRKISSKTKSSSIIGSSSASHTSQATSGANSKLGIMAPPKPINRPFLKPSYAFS
# JMJD2A Tudor – qHTS Assay for Inhibitors of JMJD2A-Tudor Domain | Lysine-specific demethylase 4A (Homo sapiens), O75164 | AlphaScreen JMJD2A-Tudor / H3K4me3 peptide binding | Potency, µM (series often up to 114 µM), inactives show at the top dose activity change, negative = inhibition, actives largely listed as inhibitors | actives 4.4% (n = 390,000); further: on the % scale 0 is the no-effect control and ±100 the full control effect; nearly all actives have a fitted effect of over 50% in size
# Pol eta inh – qHTS for Inhibitors of Polymerase Eta | actives 1.2% (n = 390,000) | DNA polymerase eta (Homo sapiens), Q9Y253 | AID 588591, 2011 | Potency, µM (top dose mostly 114 µM), for inactives: at the top dose activity change, negative = inhibition, most hits filed as inhibitors | recombinant Pol eta, fluorescent DNA replication assay; further: on the % scale 0 is the no-effect control and ±100 the full control effect
#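 Pol eta (10 nM) was preincubated with compounds for 15 min at room temperature, after which fluorescent replication substrate (50 nM final) was added to start the reaction. Fluorescence was read kinetically at 0 and 10 min.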
# POLI inh – qHTS for Inhibitors of Polymerase Iota | DNA polymerase iota (Homo sapiens), Q9UNA4 | Pol iota fluorescent replication assay, 10 min | Potency, µM (doses to about 115 µM), for inactives: at the top dose activity, negative = inhibition, hits mostly inhibitors | actives 1% (n = 390,000)
#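 Pol iota at 10 nM preincubated 15 min with compounds at room temperature; reaction started with fluorescent substrate, 50 nM final. Fluorescence read kinetically at 0 and 10 min; buffer-only wells as negative control.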
# BAZ2B inh – qHTS Assay for Inhibitors of BAZ2B; Bromodomain adjacent to zinc finger domain protein 2B (Homo sapiens), Q9UIF8; AlphaScreen BAZ2B-H3K14Ac peptide displacement; Potency, µM (titrated, usually from 114 µM), for the others: at the highest dose activity change, negative = inhibition, most hits filed as inhibitors; actives 4.4% (n = 360,000); AID 504333, 2011; further: on the % scale 0 is the no-effect control and ±100 the full control effect; nearly all actives have a fitted effect of over 60% in size
#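 Compounds, titrated to a top concentration of 110 uM, were incubated 30 min at room temperature with preformed BAZ2B/acetyl-K14 H3 peptide complex (50 nM each). Proximity signal was measured by AlphaScreen after 20 min with beads.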
# POLB inh – qHTS Assay for Inhibitors of DNA Polymerase Beta; P06746; Pol beta primer extension/strand displacement, fluorescence kinetic; Potency, µM (highest dose often 114 µM), without a hit: at the top dose activity change, negative = inhibition, most hits filed as inhibitors; actives 1.3% (n = 340,000); AID 485314, 2010; further: on the % scale 0 is the no-effect control and ±100 the full control effect
#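 Curves were derived by four-parameter Hill fits of normalized qHTS data. The kinetic fluorescent primer-extension read was taken at 0 and 10 min after 50 nM substrate, following a 15 min room-temperature preincubation of 10 nM enzyme with compounds.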
# * hit, by the source's call; ? = inconclusive; · = not tested or not shown; [ ] = another dose, or the depositor's remark. The call rests on the fitted dose curve; in most records, active means well fitted curve in the direction sought with a large enough effect; inconclusive means small, poorly fitted or top-dose-only effect, or another doubt; inactive means no such curve, though single readings can be large; an effect the other way counts as inactive or inconclusive. Potency means the concentration at half of the fitted maximal effect. Some of the compounds tested; the hit share may differ from the screen's.
SMILES,APEX1 inh,G9a block,POLK inh,BLM inh,JMJD2A Tudor,Pol eta inh,POLI inh,BAZ2B inh,POLB inh
Cc1ccc(C2NCCS2)cc1 (configuration not stated),5%,45µM*,4%,-4%,-12%,-11%,45%[activator],0%,11%
O=C(CCc1cccc(Cl)c1)NC1CCCN(Cc2ccccc2F)C1 (configuration not stated),16%,-12%,7%,1%,-8%,-11%,46%[activator],4%,15%
c1ccc2c3c(cc(N4CCOCC4)c2c1)OC1(N2CCOCC2)CCCCC1O3 (configuration not stated),-1%,-30%[59 µM],-4%,-2%,?,-11%,44%[activator],?,?
O=C(CN1C(=O)CCC1=O)Nc1nc2c(F)cc(F)cc2s1,·,·,10%,·,-6%,-17%,7%,·,·
COc1cccc(C(=O)Nc2cccc3c2ccc2cccn23)c1,-5%,?,?,-5%,-13%,-4%,?,-2%,7%
COc1ccccc1NS(=O)(=O)c1ccc(C)c(C(=O)NNC(=O)c2csc(N3CCOCC3)n2)c1,22%,·,-6%,·,-12%,-8%,-14%,·,·
COc1ccc(-c2cc3ccc(O)c(CN4CCC(C)CC4)c3oc2=O)cc1OC,·,1%[59 µM],-11%[60.1 µM],1%,-8%,-5%,-9%,8%,-19%
Cc1c(C(=O)NC2CCOC2)oc2c(F)cccc12 (configuration not stated),90%[activator],-4%[59 µM],-3%,-1%,13%,-10%,-22%,-4%,28%
COc1ccc2oc(=O)c(N3C(=O)c4ccccc4C3=O)cc2c1,6%,3%,-14%,0%,-13%,8%,-5%,-21%,1%
CC(=O)Nc1ccn(Cc2c(F)cccc2Cl)n1,0%,10%[59 µM],-19%,-1%,-11%,0%,1%,4%,-2%
COCCNC(=O)C(C(=O)c1ccc(F)cc1)n1cc(C)ccc1=O (configuration not stated),-1%,6%,-2%,0%,4%,-16%,6%,-21%,0%
CCOc1ccc(-n2c(SCC(=O)Nc3ccc(C(=O)O)cc3)nc3ccccc3c2=O)cc1,20%,-3%,-14%,-4%,-3%,-3%,1%,-11%,1%
CCn1c(SCc2cccc(F)c2)nc2c(c1=O)SCC2,-1%,?,1%,-7%,-34%,-24%,72%[activator],·,1%
CCCC(=O)Oc1ccc(C2NC(=O)c3ccccc3O2)cc1OC (configuration not stated),24%,7%[0.501 µM],2%,-7%,-14%,-1%,30%,-14%,7%
CCSC1=NCCN1C(=O)c1ccc(S(=O)(=O)N(CC)CC)cc1,12%,1%,-20%,-2%,-10%,-15%,86%[activator],·,30%
O=C(CSc1ccccc1)N1CCc2ccccc21,-2%,40%[59 µM],-6%,-4%,19%,-14%,12%,8%,-3%
Cc1cc(/C=N/NC(=O)Cn2c3ccccc3c(=O)c3ccccc32)c(C)n1-c1ccccc1,3%,1%,-7%,-3%,-27%,-18%,167%[activator],-23%[57.1 µM],-10%
CCOc1ccc(NC(=O)CC2NCCNC2=O)cc1 (configuration not stated),-1%,13%[59 µM],-10%,2%,1%,3%,-10%,-2%,1%
Cc1ccc(NC(=O)c2sccc2-n2cccc2)c(C)c1,-3%,-12%[59 µM],-20%,-4%,?,-23%,63%[activator],?,4%
O=C(O)c1cc(-c2ccncc2)nc2ccc(S(=O)(=O)N3CCOCC3)cc12,-1%,?,-14%,1%,-14%,7%,7%,-5%,5%
COc1ccc(Nc2nc3c(S(=O)(=O)c4ccccc4)nnn3c3ccc(Cl)cc23)cc1,·,-7%[59 µM],-24%,-14%,5%,?,3%,0%,-13%
Cn1c(SCc2cccc(F)c2)nnc1-c1ccccn1,2%,1%[59 µM],-13%,-1%,79µM*,6%,12%,71µM*,27%
Brc1ccc(-c2nnc(Cc3ccccc3)o2)cc1,1%,115%[activator],-12%,2%,33%,-12%,3%,15%,?
COc1ccc(OC)c(CN2CCN(CC(=O)Nc3ccccc3C(=O)NC3CC3)CC2)c1,6%,11%[12.7 µM],-2%,·,-14%,-21%,19%,1%,·
N#CC(C#N)=CNc1cccnc1,1%,-2%,10%,-1%,-8%,-20%,32%[activator],2%,57%
CCC(=O)N1N=C(c2cccc(NS(C)(=O)=O)c2)CC1c1cccs1 (configuration not stated),-2%,5%[59 µM],-6%,-1%,-22%,1%,-6%,7%,65%
Cc1c(C(=O)N2CCCC2)sc(NC(=O)c2ccccc2)c1C#N,-5%,13%[59 µM],-7%,-12%,-12%,-1%,-16%,8%,-2%
Cc1ccc([N+](=O)[O-])cc1N/C=C1\CCc2ccccc2C1=O,-3%,?,-6%,-12%,-14%,-6%,3%,-15%,-3%
C=CCSc1nnc(NC(=O)C2CC(=O)N(c3ccc4c(c3)OCCO4)C2)s1 (configuration not stated),13%,·,-4%,·,-8%,3%,-19%,·,·
COc1cccc(Cn2nc(C(=O)O)c3ccccc3c2=O)c1,-9%,-6%,-18%,-4%,9%,-3%,155%[activator],·,21%
C=CCc1cccc(CNc2nc3ccccc3n2CCN2CCOCC2)c1O,?,26%[59 µM],-12%,-8%,-23%,-1%,15%,-2%,-26%
COc1ccc2c(CC(=O)N(C)CC3COc4ccccc4O3)coc2c1 (configuration not stated),-20%,?,-3%,-14%,-23%,2%,5%,?,-19%
O=C(CN1CCCN(Cc2ccccc2Cl)S1(=O)=O)Nc1ccc2c(c1)OCCO2,·,-1%[59 µM],-5%[60.1 µM],-6%,-19%,-24%,12%,-20%,0%
O=C(Cn1cc(C(=O)c2ccco2)c2ccccc21)NC1CC1,-4%,7%,-3%,0%,-15%,-13%,170%[activator],-1%,10%
CCN(CC(=O)Nc1c(F)cccc1F)C(=O)CNC(=O)c1cccs1,1%,32%[0.501 µM],-14%,·,3%,-9%,-1%,29%,·
C#CC1(NC(=O)NC(=O)c2c(F)cccc2F)CCCCC1,13%,·,3%,0%,0%,-12%,10%,0%,4%
CC(C)(C)CC(=O)Nc1cc(S(=O)(=O)N2CCCCCC2)ccc1Cl,3%,1%[59 µM],-13%,-7%,-3%,?,6%,-2%,1%
O=C(NC1CCN(S(=O)(=O)c2ccccc2)CC1)C1CCCCC1,2%,-9%[59 µM],0%,-1%,-14%,6%,1%,-2%,0%
Cc1ccc2cc(C)c(SCC(=O)Nc3ccc(S(=O)(=O)N4CCCC4)cc3)nc2c1,-8%,20%[59 µM],-27%,-5%,-20%,-5%,29%,-12%,0%
COc1cc(NC(=S)N2CCC(C(N)=O)CC2)cc(OC)c1,-1%,-6%[59 µM],-1%,1%,-2%,-3%,6%,10%,37%
O=C(NCC(=O)N1CCN(S(=O)(=O)c2ccccc2)CC1)c1ccc(Br)o1,46%[activator],-4%[2.33 µM],5%,·,-7%,-12%,28%,8%,·
COc1ccc(C(=O)NCCc2c[nH]c3ccccc23)cc1[N+](=O)[O-],28%,-17%,-7%,-7%,?,6%,134%[activator],?,-19%
Cc1cc(=O)oc2cc(OCC(=O)NCc3ccncc3)ccc12,-4%,9%[59 µM],-7%,3%,-5%,-3%,11%[58.9 µM],6%,15%
CC(C)OC(=O)CC(=O)CSc1nc2c(cc1C#N)CCC2,-3%,45µM*,-7%,1%,2%,-11%,8%,-17%,7%
COc1ccc(-c2cc(COc3ccccc3)on2)cc1,-6%,27%,-6%,-11%,149%[activator],-3%,22%,28%,11%
O=[N+]([O-])c1cc([N+](=O)[O-])c(Oc2cncc(Cl)c2)cc1NC1CCCCCCC1,32%,?,5%,-2%,?,-21%,62%[activator],?,-26%
O=C(Cn1c(=O)oc2cc(S(=O)(=O)N3CCCCCC3)ccc21)NC1CCCCC1,9%,-38%,-6%,0%,-26%,5%,-4%,7%,4%
CN(C)C(=O)CCc1ccc2c3c([nH]c2c1)[C@]1(C)[C@@H](C(=O)N2CCOCC2)C[C@H](CC(=O)NCCC2=CCCCC2)C(=O)N1CC3,13%,·,8%,·,-10%,-5%,28%,·,·

# Reprinted at random: 4 records from the list
SMILES,APEX1 inh,G9a block,POLK inh,BLM inh,JMJD2A Tudor,Pol eta inh,POLI inh,BAZ2B inh,POLB inh
O=C(NCC(=O)N1CCN(S(=O)(=O)c2ccccc2)CC1)c1ccc(Br)o1,46%[activator],-4%[2.33 µM],5%,·,-7%,-12%,28%,8%,·
CN(C)C(=O)CCc1ccc2c3c([nH]c2c1)[C@]1(C)[C@@H](C(=O)N2CCOCC2)C[C@H](CC(=O)NCCC2=CCCCC2)C(=O)N1CC3,13%,·,8%,·,-10%,-5%,28%,·,·
Cc1cc(=O)oc2cc(OCC(=O)NCc3ccncc3)ccc12,-4%,9%[59 µM],-7%,3%,-5%,-3%,11%[58.9 µM],6%,15%
CC(C)OC(=O)CC(=O)CSc1nc2c(cc1C#N)CCC2,-3%,45µM*,-7%,1%,2%,-11%,8%,-17%,7%

# (more compounds)
SMILES,APEX1 inh,G9a block,POLK inh,BLM inh,JMJD2A Tudor,Pol eta inh,POLI inh,BAZ2B inh,POLB inh
O=C(O)CCCC(=O)Nc1ccc(C(=O)N2CCCCC2)c(Cl)c1,-1%,-11%[59 µM],2%,-1%,-9%,5%,?,9%,?
Cc1ncsc1CCOC(=O)C1C2CC3CC(C2)CC1C3 (configuration not stated),-5%,1%[59 µM],3%,-4%,29%,-9%,-11%,10%,-19%
Cc1cccc(C(=O)c2ccccc2C(=O)O)c1O,-3%,30%[12.7 µM],-4%,1%,-14%,12%,-11%,5%,37%
CCOc1ccc(S(=O)(=O)Nc2ccc(C(=O)N3CCC3)cc2)cc1,14%,-2%[12.7 µM],-5%,·,-34%,-9%,28%,-7%,·
O=C(CSc1ccc([N+](=O)[O-])cc1)Nc1ccccc1N1CCOCC1,13%,·,12%,·,-34%,-10%,46%[activator],·,·
